MITF primary – blocks human microphthalmia-associated transcription factor | O75030 | AlphaScreen MITF homodimerization, bead proximity signal | inhibition, % at 2.6 µM | 650,000 tested, 0.91% active; in the data active = inhibition above about 50%;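 also: 0% = vehicle wells with protein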
Target sequence (O75030 whole entry, looked up): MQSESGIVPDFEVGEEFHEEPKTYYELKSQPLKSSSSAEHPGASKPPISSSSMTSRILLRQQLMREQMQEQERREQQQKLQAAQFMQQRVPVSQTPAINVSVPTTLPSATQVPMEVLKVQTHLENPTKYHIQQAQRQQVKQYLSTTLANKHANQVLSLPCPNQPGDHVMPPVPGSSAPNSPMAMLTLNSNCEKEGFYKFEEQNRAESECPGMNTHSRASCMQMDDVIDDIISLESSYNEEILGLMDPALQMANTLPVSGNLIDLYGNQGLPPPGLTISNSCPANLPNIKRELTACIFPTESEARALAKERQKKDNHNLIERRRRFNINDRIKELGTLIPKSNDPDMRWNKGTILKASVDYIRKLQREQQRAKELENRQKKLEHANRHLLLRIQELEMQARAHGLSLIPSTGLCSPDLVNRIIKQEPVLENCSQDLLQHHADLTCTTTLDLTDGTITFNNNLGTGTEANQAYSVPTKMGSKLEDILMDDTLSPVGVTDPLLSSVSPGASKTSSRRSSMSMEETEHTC
FBW7 activator – activators of human E3 ligase FBW7 | Q969H0 | AlphaScreen FBW7–phospho-cyclin E peptide binding, activator screen | normalized activity (activation), % at 26.1 µM | 650,000 tested, 0.13% active; in the data active = normalized activity above about 1.9%;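 also: purified mutant Fbw7 with reduced substrate affinity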
TEAD-YAP block – TEAD-YAP interaction inhibition; inhibition, % at 9.12 µM; AID 1259422; HEK-TIYL cells, TEAD-Gal4/YAP UAS-luciferase luminescence; 640,000 tested, 1.4% active; in the data active = inhibition above about 32%;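 also: 0% = median of test compound wells and 100% = reference inhibitor wells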
GPR151 ag – activators of human GPR151. Q8TDV0. PathHunter beta-arrestin GPR151 cells, luminescence. activation, % at 11.2 µM. 650,000 tested, 1% active. AID 1508602; in the data active = activation above about 4.9%;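 also: 0% = median of compound wells and 100% = cells with positive control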
Target sequence (Q8TDV0 whole entry, looked up): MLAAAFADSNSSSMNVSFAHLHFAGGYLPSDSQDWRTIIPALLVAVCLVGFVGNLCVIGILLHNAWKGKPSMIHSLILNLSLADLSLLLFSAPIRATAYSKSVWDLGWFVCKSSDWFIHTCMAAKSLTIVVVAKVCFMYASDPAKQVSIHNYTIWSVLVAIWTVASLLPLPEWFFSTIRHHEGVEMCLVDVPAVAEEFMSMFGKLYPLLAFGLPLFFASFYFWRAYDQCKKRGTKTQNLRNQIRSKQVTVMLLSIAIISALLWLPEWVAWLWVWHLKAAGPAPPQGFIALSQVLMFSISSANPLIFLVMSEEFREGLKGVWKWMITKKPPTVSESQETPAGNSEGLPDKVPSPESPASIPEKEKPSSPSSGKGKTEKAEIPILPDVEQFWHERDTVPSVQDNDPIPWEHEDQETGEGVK
An asterisk follows results filed as active.

SMILES	MITF primary	FBW7 activator	TEAD-YAP block	GPR151 ag
O=C(COc1ccc(Cl)cc1Cl)Nc1ccc(F)cc1	0	-0.1	-44	0.1
CCOc1cc(C(=O)NCc2ccccc2)cc(Cl)c1OCC	-4	0.1	-4	-0.2
CC(=O)c1ccc(NC(=O)Nc2ncn(Cc3cccc(C)c3)n2)cc1	-11	-0.2	-15	0.1
COc1ccc(C2SCCN2S(=O)(=O)c2ccc(OC)cc2)cc1 (centres undefined)	-4	-0.1	6	-0.1
CNC(=O)c1ccccc1Nc1cc(Nc2ccc(C(=O)N3CCOCC3)cn2)ncc1C(F)(F)F	-4	-0.1	86*	-0.7
N=C1C(c2nc3ccccc3[nH]2)=C(O)CN1c1ccc2cn[nH]c2c1	20	0.1	10	1.6
Cc1ccc(C)c(NC(=O)Cn2c(=O)n(CC(=O)NCCc3ccccc3)c(=O)c3ccccc32)c1	5	-0.1	1	1.7
COc1cc(Nc2nccn3c(-c4ccc5ccccc5c4)cnc23)cc(OC)c1OC	-9	-0.1	54*	1.8
Cc1[nH]c2ccccc2c1SCCNC(=O)c1ccc(N2C(=O)CCC2=O)cc1	-2	-0.1	7	6.2*
COc1cc(OC)nc(OC(CCCN2CCOCC2)c2ccc(F)cc2)n1 (centres undefined)	10	0.0	1	1.7
CCN(CC)c1nc(Nc2ccc(-n3ccnc3)cc2)nc(NC2CCN(Cc3ccccc3)CC2)n1	-3	-0.2	0	2.1
Clc1cccc(N2CCN(c3ncnc4c3cnn4-c3ccccc3)CC2)c1	-1	0.0	1	0.4
CCC(Sc1nc2ccsc2c(=O)n1Cc1ccc(C(=O)O)cc1)C(=O)Nc1cccc(OC)c1 (centres undefined)	-7	-0.1	-2	0.4
COc1ccc(CCn2c(-c3ccc(-c4ccccc4)cc3)csc2=Nc2cccc(C(F)(F)F)c2)cc1	6	0.1	3	-1.0
COc1ccc(C(CC(=O)NC2CCCC2)NS(=O)(=O)c2ccc(C)cc2)cc1 (centres undefined)	5	-0.1	0	0.7
O=C(Cn1[nH]c(=O)c2ccccc2c1=O)Nc1nc(-c2cccs2)cs1	1	0.0	-5	-0.1
O=C(Cc1ccccc1Cl)NCc1ccco1	-5	0.0	11	0.5
CCOC(=O)C(NC(=O)NNS(=O)(=O)c1ccc(C)cc1)(c1ccc(F)cc1)C(F)(F)F (centres undefined)	2	-0.1	-4	0.1
CCc1ccc(S(=O)(=O)Nc2cc(-n3c(C)nc4ccccc4c3=O)ccc2F)s1	-19	-0.2	-10	0.3
Oc1ccc(CCNc2nc(-c3csc4ccccc34)nc3c2ncn3-c2ccsc2)cc1	2	0.0	11	-0.7
COc1cc(C(=O)NCCCc2nc3ccccc3[nH]2)cc(OC)c1OC	-9	0.1	1	0.9
CC(C)Oc1ccc(CN(C)C)cc1CN(C)C	9	0.1	0	-0.2
CCn1c(=O)c2sccc2n2c(CCCC(=O)NCc3cccc(OC)c3)nnc12	10	0.1	1	1.2
COc1ccc(NS(=O)(=O)c2ccc(F)cc2)cc1OC	0	0.1	18	1.9
Cc1nc2ccc(Br)cc2c2c1CC(C)S2 (centres undefined)	10	0.1	-13	0.2
Cc1nc2ccc(NS(=O)(=O)c3ccc(Br)c(C(=O)O)c3)cc2s1	-15	0.6	-6	-1.5
CCOC(=O)CCCN(Cc1ccc(F)cc1)S(=O)(=O)c1ccc(Cl)cc1	1	0.2	-6	0.0
COc1cc(/C=C(\C#N)c2nc3ccccc3[nH]2)cc(Br)c1O	4	0.1	-1	-3.5
Cc1cc(OC(C)C(=O)NNC(=O)Nc2cccc(Cl)c2Cl)ccc1[N+](=O)[O-] (centres undefined)	19	0.5	-6	6.1*
COc1cc2c(cc1OC)C(COc1ccccc1OC)N(C(=O)CCc1ccccc1)CC2 (centres undefined)	-5	0.0	-8	2.4
CCC1CN(CCNC(=O)C2CC(=O)N(CCOC)C2)Cc2cc(OC)ccc2O1 (centres undefined)	3	0.5	-1	-1.3
COc1ccc(-c2noc(-c3nnn(-c4ccc(Br)cc4F)c3N)n2)cc1	5	0.1	7	-1.5
O=C(NCCSc1ccccc1)c1cncc(Br)c1	-4	0.0	-71	-0.3
Cn1c(=O)[nH]c(=O)c2c1nc(Br)n2CCCBr	-6	-0.1	0	-0.3
Cc1cccc(-c2nc3cc(NC(=O)c4cc([N+](=O)[O-])ccc4Cl)ccc3o2)c1	-8	-0.4	14	-0.1
Cc1cccc(C)c1NC(=O)CN1C(=O)C2CCCN2C(=O)c2ccccc21 (centres undefined)	11	0.0	-6	-0.1
COc1ccc(C(=O)Nc2nn3c(-c4cccs4)nnc3s2)cc1	3	-0.1	3	0.8
CC(C)n1cnc2c(NCc3nc4ccccc4[nH]3)nc(Nc3ncccn3)nc21	-14	-0.1	66*	-1.0
O=C1NC(=S)S/C1=C/c1ccc(Br)cc1	-7	-0.5	-2	0.5
CCOc1c(Br)cc(CNC(C)(C)CO)cc1OC	10	0.0	5	1.5
O=C1c2ccccc2S(=O)(=O)N1c1ccc(Cl)cc1Cl	-16	-0.2	6	-1.2
COc1cc(NC(=O)[C@H](C)NC(=O)c2ccco2)c(OC)cc1NC(=O)c1ccccc1	21	0.2	-8	0.0
Cc1ccccc1C(=O)N/N=C/c1ccc(O)c(Br)c1	0	-1.1	71*	0.7
CNc1cc(Nc2ccc(OC(F)(F)F)cc2)ncn1	12	-0.3	-60	-0.7
COc1ccccc1CCNCc1c(C(=O)N2CCCC2)nc2ccccn12	4	-0.1	7	0.8
COc1ccc(OC)c(NC(=O)C2CCCN2S(=O)(=O)c2cccc3nsnc23)c1 (centres undefined)	-34	-0.1	-24	0.8
O=C1CCCN1CP(=O)(O)CN1CCCC1=O	6	-0.1	-9	0.7
COc1ccc(C2=NN(C(=O)c3cc(OC)c(OC)c(OC)c3)C(c3ccc(Cl)cc3)C2)cc1OC (centres undefined)	4	0.1	-5	7.0*
C=CCOC(=O)c1ccccc1C(=O)OCC(F)(F)C(F)F	15	0.7	15	-0.1
COc1cccc(NC(=O)C2C3C=CC4(O3)C2C(=O)N(C2CCCC(C)C2C)C4C(=O)NC2CCCCC2)c1 (centres undefined)	-1	0.4	12	-1.9
COc1ccc(C(=O)N2CCN(c3ccc([N+](=O)[O-])cc3)CC2)cc1[N+](=O)[O-]	17	0.3	13	-1.0
CCCCOc1ccc(/C=C2/N=C(c3cc(Cl)ccc3OC)OC2=O)cc1	7	0.2	-7	0.6
COc1cccc(NC(=O)CSc2nc(=O)n(Cc3cccnc3)c3c2CCC3)c1	-19	-0.5	8	1.5
COc1cccc(NC(=S)Nc2ccc(S(N)(=O)=O)cc2)c1	19	0.1	-7	0.9
COc1cccc(-c2cn3cc(-c4ccc(F)cc4)nc3n2C)c1	1	-0.1	70*	0.6
Cc1ccc(Oc2ccc(NC(=O)CN3C(=O)C4C5C=CC(C6CC56)C4C3=O)cc2)cc1 (centres undefined)	13	0.0	2	3.4
CCN(CC)c1ccc(C2C(C(=O)OCc3ccccc3)=C(C)NC3=C2C(=O)CC(C)(C)C3)cc1 (centres undefined)	3	-0.1	3	0.3
Cc1cc(-c2nnc(NC(=O)c3ccccc3F)o2)n(C)n1	11	-0.6	-14	1.4
Oc1c(Cl)cc(Cl)cc1/C=N/Nc1ccc(Cl)nn1	16	0.2	-1	0.0
CCS(=O)(=O)N1CC=C[C@H]1C(=O)NC1CCCCC1	-3	0.0	-3	0.4

Following part.
SMILES	MITF primary	FBW7 activator	TEAD-YAP block	GPR151 ag
O=C(c1cn[nH]c1-c1ccc([N+](=O)[O-])cc1)N1CCN(c2ccc([N+](=O)[O-])cc2)CC1	3	-0.4	7	0.4
Cc1ccc(/C=C2\SC(=O)N(c3ccccc3Cl)C2=O)o1	29	0.3	-4	-1.6
CCOC(=O)c1c(NC(=O)c2ccc(S(=O)(=O)N3CC(C)OC(C)C3)cc2)sc2c1CCN(C(C)=O)C2 (centres undefined)	16	0.2	17	-0.9
CCOc1ccccc1-c1cc(C(=O)N/N=C/c2cccc(OCC)c2O)[nH]n1	18	0.1	69*	-2.4
C=CCOC(=O)/C(=C\c1ccc(OC)cc1)NC(=O)c1ccccc1Br	14	0.4	6	1.6
CCOC(=O)Cc1csc(NC(=O)Cn2c3c(c4ccccc42)CCC3)n1	12	-0.1	0	-0.6
Cc1sc2nc(C3CC3)n3c(=O)n(CCN4CCCC4)nc3c2c1C	-5	-0.3	-5	-0.4
Cc1sc2ncnc(N3CCN(c4ccccn4)CC3)c2c1-c1ccc(F)cc1	-11	-0.4	-1	-0.4
COc1cccc(OCCOc2ccc([N+](=O)[O-])cc2/C=C2/C(=N)N3N=C(C(C)C)SC3=NC2=O)c1	-1	-0.1	-5	-0.1
Nc1ccc2c(c1)C(=O)N(c1ccccc1)C2=O	-34	0.1	-38	-3.1
CCOc1ccc(C(C)(C)C)cc1S(=O)(=O)N1CCOCC1	12	0.0	-6	0.2
COCCn1nnnc1CN(Cc1cc2ccc(OC)cc2[nH]c1=O)C1CCCC1	-5	0.1	-13	1.1
COc1ccccc1NC1=C(Cl)C(=O)N(c2ccccc2)C1=O	18	0.0	8	-0.6
Cc1ccc(Cn2c(NCc3ccco3)nc3c2c(=O)n(C)c(=O)n3C)cc1	-3	0.0	6	1.8
COc1ccc(-c2noc(-c3ccc(Cl)c(Cl)c3)n2)cc1	2	-0.1	-12	2.2
COc1cc(C(C)=O)ccc1OC(=O)c1cc2cccc(OC)c2oc1=O	-9	-0.1	0	-1.5
N#Cc1cccc(N=c2oc3ccccc3cc2-c2nc3ccccc3[nH]2)c1	16	-0.1	-57	-2.1
Cc1ccc(S(=O)(=O)Nc2nc3ccc(C)cc3nc2Nc2cc(C)ccc2C)cc1	-1	-0.1	18	-0.4
O=C(Nc1ccc(N2CCOCC2)c(Cl)c1)c1ccc(-c2ccccc2[N+](=O)[O-])o1	8	-0.1	12	0.7
COc1ccc(-c2cc3c(=O)n(CC(=O)NC4CCCCC4)ncn3n2)cc1	18	0.2	6	-0.3
CC(=O)CSc1nnc(NC(=O)/C=C/c2ccccc2)s1	-6	-0.2	-13	0.7
CCOC(=O)Cc1ccc(NCc2ccccc2)cc1	-3	-0.2	2	-1.5
COc1ccc(CCNc2cc(C)nc(-c3ccc(C(=O)N4CCN(C)CC4)cc3)n2)cc1	13	-0.1	6	-2.3
Cc1nc2ccc(C(=O)N3CCOc4ccc(CN5CCOCC5)cc4C3)cc2[nH]1	23	0.1	0	-1.6
O=C(NN=C1CCCC1)c1cccc(C(=O)NN=C2CCCC2)n1	-7	0.0	3	-0.8
COCCn1c(-c2ccccc2)cnc1N	-3	-0.7	-5	1.3
C/C(=N\N(C)c1ccccc1)C1=C(O)CC(C)(C)CC1=O	7	-0.1	-17	-0.9
CCCCOc1ccc(OC(=O)c2ccc(C(=O)Oc3ccc(OCCCC)cc3)nc2)cc1	-3	0.2	-9	0.0
CCCCN1C(=O)C(=O)N(CC(=O)c2cc(C)n(-c3cc(C)on3)c2C)C1=O	1	0.2	7	-1.3
COc1ccc(OC)c(C2C(C(=O)Nc3ccc(Cl)cc3)=C(C)Nc3ncnn32)c1 (centres undefined)	5	0.2	-2	0.3
CCN(CC)C(=O)c1ccc2c(=O)n(-c3ccccc3)c(SCc3cccc(Cl)c3)nc2c1	16	0.2	12	0.9
CCOn1c(=O)c(=O)n(O)c2ccccc21	13	0.5	6	-0.3
Nc1cccc(-c2ccc(C(=O)Nc3ccc(Oc4ccccc4)cc3)s2)c1	9	-0.1	11	0.4
CC(C)N(CCNC(=O)c1ccc2nc(NC3CCC(O)CC3)sc2c1)C(C)C (centres undefined)	9	0.2	9	-2.4
CCc1ccccc1N(CC(=O)Nc1cccnc1)S(C)(=O)=O	20	0.9	5	-0.3
Cc1cc(I)cc(C)c1NC(=O)C1CC(O)CN1C(=O)Oc1ccccc1 (centres undefined)	-6	-0.1	-11	0.0
COCCNC(=S)NCCc1cc2ccc(C)cc2[nH]c1=O	-2	-0.1	-10	0.7
O=C(CCc1ccccc1)N1CCN(c2nccn2-c2cccc(Cl)c2)CC1	6	-0.2	7	0.6

Of the compounds above, these have an NH in an aromatic ring:
SMILES	MITF primary	FBW7 activator	TEAD-YAP block	GPR151 ag
N=C1C(c2nc3ccccc3[nH]2)=C(O)CN1c1ccc2cn[nH]c2c1	20	0.1	10	1.6
Cc1[nH]c2ccccc2c1SCCNC(=O)c1ccc(N2C(=O)CCC2=O)cc1	-2	-0.1	7	6.2*
O=C(Cn1[nH]c(=O)c2ccccc2c1=O)Nc1nc(-c2cccs2)cs1	1	0.0	-5	-0.1
COc1cc(C(=O)NCCCc2nc3ccccc3[nH]2)cc(OC)c1OC	-9	0.1	1	0.9
COc1cc(/C=C(\C#N)c2nc3ccccc3[nH]2)cc(Br)c1O	4	0.1	-1	-3.5
Cn1c(=O)[nH]c(=O)c2c1nc(Br)n2CCCBr	-6	-0.1	0	-0.3
CC(C)n1cnc2c(NCc3nc4ccccc4[nH]3)nc(Nc3ncccn3)nc21	-14	-0.1	66*	-1.0
O=C(c1cn[nH]c1-c1ccc([N+](=O)[O-])cc1)N1CCN(c2ccc([N+](=O)[O-])cc2)CC1	3	-0.4	7	0.4
CCOc1ccccc1-c1cc(C(=O)N/N=C/c2cccc(OCC)c2O)[nH]n1	18	0.1	69*	-2.4
COCCn1nnnc1CN(Cc1cc2ccc(OC)cc2[nH]c1=O)C1CCCC1	-5	0.1	-13	1.1
N#Cc1cccc(N=c2oc3ccccc3cc2-c2nc3ccccc3[nH]2)c1	16	-0.1	-57	-2.1
Cc1nc2ccc(C(=O)N3CCOc4ccc(CN5CCOCC5)cc4C3)cc2[nH]1	23	0.1	0	-1.6
COCCNC(=S)NCCc1cc2ccc(C)cc2[nH]c1=O	-2	-0.1	-10	0.7

Assay outcomes as filed in PubChem BioAssay.
